# Screening results: PubChem, several laboratories
# PMI act satM6P – increases human PMI activity with near-saturating mannose 6-phosphate | coupled PMI enzyme assay, resazurin fluorescence, 20 min; stronger effect = higher value; 1 = untreated enzyme, 0 = substrate-free blank | activation factor at 20 µM | actives 0.34% (n = 190,000) | AID 1216;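 active = activation factor of 2 or more at 20 µM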
# Target sequence (P34949 whole entry, looked up): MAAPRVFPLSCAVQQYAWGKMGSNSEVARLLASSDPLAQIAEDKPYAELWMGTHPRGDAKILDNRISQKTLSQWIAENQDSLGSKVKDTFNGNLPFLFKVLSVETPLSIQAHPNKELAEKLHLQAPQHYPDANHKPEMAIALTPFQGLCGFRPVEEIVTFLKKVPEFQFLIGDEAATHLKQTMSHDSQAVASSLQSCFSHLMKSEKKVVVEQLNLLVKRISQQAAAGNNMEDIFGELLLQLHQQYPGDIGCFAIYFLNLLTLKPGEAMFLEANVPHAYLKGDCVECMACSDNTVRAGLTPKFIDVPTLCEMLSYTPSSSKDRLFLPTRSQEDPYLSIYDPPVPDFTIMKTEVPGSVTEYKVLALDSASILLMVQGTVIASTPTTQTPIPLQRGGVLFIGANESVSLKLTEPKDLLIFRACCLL
#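 test system = human PMI in coupled enzyme assay | medium = HEPES-buffered pH 7.4 with magnesium and detergent | also added = 1.0 mM mannose-6-phosphate substrate with 0.22 mM NADP+ | compound = 20 µM single dose | times = 20 min incubation at room temperature | measured by = resorufin fluorescence (Ex 544/Em 590 nm) from resazurin via diaphorase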
# bIAP act – intestinal alkaline phosphatase (bovine) activation; actives 0.17% (n = 200,000); activation factor at 20 µM; AID 1016; purified bovine IAP, CDP-star luminescence, 30 min; stronger effect = higher value; fold of DMSO-control signal, blank-subtracted;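 active = activation factor of 2 or more at 20 µM, a signal rise over negative controls twice the positive control's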
# NF-kB neuron act – compounds increasing NF-kB expression in human neuronal cells; NF-kB reporter expression; stronger effect = higher value; fold change at 12.5 µM; actives 1.6% (n = 190,000); in the data active = fold change above about 3.3
# TNAP inh no acc – inhibitors of human TNAP without phosphate acceptor; AID 1012; P05186; actives 0.26% (n = 200,000); purified TNAP, CDP-star luminescence, 30 min; inhibition, % at 20 µM;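 active = tissue-nonspecific alkaline phosphatase inhibition above about 50% at 20 µM in the single-dose screen, limit read from the data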;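 note: 0% = DMSO negative control and 100% = EDTA positive control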
# PMI activator – phosphomannose isomerase (human) activation. activation factor at 20 µM. P34949. purified human PMI, coupled resazurin fluorescence, 20 min; stronger effect = higher value; 1 = vehicle control, 0 substrate-free wells. actives 0.005% (n = 190,000). AID 1214;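 active = activation factor of 2 or more at 20 µM, relative to plate controls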
# TNAP act hiacc – TNAP (human) activation, high acceptor; purified TNAP, CDP-star luminescence, 1 M DEA, 30 min; stronger effect = higher value; 0 = EDTA background, 1 = DMSO-only activity; 200,000 tested, under 10 active; P05186; AID 1136; activation factor at 20 µM;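 active = activation factor at least 2 at 20 µM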
#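 Test system – human TNAP · Doses – 20 µM single point · Incubation – 30 min, room temperature · Signal – luminescent substrate turnover signal · Read-out basis – activation factor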
# APP 5'UTR act – activates APP 5'UTR luciferase reporter; activation, % at 2 µM; actives 1% (n = 190,000); SH-SY5Y APP 5'UTR luciferase reporter, luminescence; zero percent = DMSO vehicle wells;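 active = activation above a set limit, based on mean plus 3 SD of controls, cut at about 140% in these data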; note: values of inactives mirror those of a sister screen read the other way
# TNAP inh hiacc – blocks human TNAP under high phosphate acceptor concentration; P05186; purified TNAP, CDP-star luminescence, 1 M DEA; inhibition, % at 20 µM; actives 0.03% (n = 200,000); AID 1135;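 active = over 50% inhibition of tissue-nonspecific alkaline phosphatase at 20 µM in the single-dose screen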;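 note: plate controls were DMSO wells for no effect and EDTA-quenched wells as full inhibition for full effect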
# FLuc act counter – firefly luciferase counter-screen for stimulation assays. ATPlite luciferase biochemical, luminescence, 10 min; 0 = ATP-free wells, 1 = DMSO control. 200,000 tested, under 10 active. P08659. AID 1027. activation factor at 10 µM;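 active = luciferase activation factor, scaled between plate controls, of at least 2 with compound at 10 µM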
# Target sequence (P08659 whole entry, looked up): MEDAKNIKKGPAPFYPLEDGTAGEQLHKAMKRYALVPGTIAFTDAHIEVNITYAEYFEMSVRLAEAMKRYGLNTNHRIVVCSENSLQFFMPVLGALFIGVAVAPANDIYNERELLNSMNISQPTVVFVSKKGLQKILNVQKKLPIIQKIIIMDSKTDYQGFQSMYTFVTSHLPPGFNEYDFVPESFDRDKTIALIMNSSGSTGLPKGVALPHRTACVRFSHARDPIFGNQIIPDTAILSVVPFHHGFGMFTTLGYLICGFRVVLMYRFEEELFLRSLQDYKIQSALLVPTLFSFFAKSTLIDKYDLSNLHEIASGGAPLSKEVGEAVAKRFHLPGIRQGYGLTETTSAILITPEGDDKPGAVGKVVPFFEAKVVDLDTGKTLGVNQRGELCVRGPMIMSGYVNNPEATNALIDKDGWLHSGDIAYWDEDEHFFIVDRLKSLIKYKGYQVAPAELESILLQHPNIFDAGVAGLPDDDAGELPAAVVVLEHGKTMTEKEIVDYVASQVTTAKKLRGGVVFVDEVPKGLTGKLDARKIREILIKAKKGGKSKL
#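 Assay system: Luciferase/luciferin detection reagent, cell-free biochemical luciferase assay / Read-out: luciferase activation / Benchmarks: No-ATP low control, compound-free enzyme-plus-ATP high control / Medium: PBS buffer for ATP / Detection: luminescence measurement of luciferase light output / Schedule: 10 min at ambient temperature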
# FLuc inhib CS – Photinus pyralis luciferase inhibition counter-screen; P08659; ATPLite firefly luciferase biochemical luminescence, 10 min; inhibition, % at 10 µM; actives 1.5% (n = 200,000); AID 1006;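 active = inhibition above about 50% when tested at 10 µM, limit read from the data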
# Starred values were filed as active, the others as inactive; nt = no result given.
SMILES,PMI act satM6P,bIAP act,NF-kB neuron act,TNAP inh no acc,PMI activator,TNAP act hiacc,APP 5'UTR act,TNAP inh hiacc,FLuc act counter,FLuc inhib CS
C(=C\c1ccccc1)/CNCC1CCCO1 (stereo not given),1.1,1,1.1,-10.0,1.1,1,-6.2,-4.2,1,-4.8
Cc1cccc(/C(N)=N/OC(=O)c2cccnc2)c1,1,1,2.61,-11.5,1,1.1,148.7*,-5.8,0.4,64.5*
CCOc1nc(NCCO)nc(Nc2ccc([N+](=O)[O-])cc2)n1,0.9,1,1.16,-9.6,0.9,1,3.0,3.5,1.1,-5.3
CC(C)NC(=O)NC(=O)COc1cccc2c1OC(C)(C)C2,0.9,1,0.79,-8.1,1,1.1,5.3,-6.5,1.1,-6.7
COc1ccccc1CNC(=O)CN(c1ccc(C)cc1)S(=O)(=O)c1c(C)n[nH]c1C,1.1,1.4,0.79,-9.7,1,1.1,3.0,-8.0,1.1,-7.0
N#Cc1c2n(c3c(=O)n(Cc4ccccc4Cl)cnc13)CCCC2,0.6,1,0.99,-1.4,0.8,1.1,1.5,-5.3,1.1,-7.0
O=C(CCS(=O)(=O)c1ccc(Br)s1)Nc1ccccc1Br,0.9,1.1,1.16,-11.0,0.9,1,5.8,-2.7,1,-3.7
Cc1nn(Cc2ccccc2)c(C)c1NC(=O)Cn1nc([N+](=O)[O-])c(Cl)c1C,1,1,1.43,-7.9,1,1.1,4.3,-5.8,1.1,-8.4
CC1Cc2ccccc2N1C(=O)CN1C(=O)COc2ccccc21 (stereo not given),1,1,0.86,-11.1,1,1.1,-11.7,-7.2,1.1,-8.4
COc1ccc(C2(C(=O)N3CCOCC3)CCOCC2)cc1OC,1,0.8,1.11,-10.8,1,1,-2.4,-3.3,1.1,-6.6

# Single records, as listed above.
# O=C(CCS(=O)(=O)c1ccc(Br)s1)Nc1ccccc1Br is listed as PMI act satM6P: 0.9; bIAP act: 1.1; NF-kB neuron act: 1.16; TNAP inh no acc: -11.0; PMI activator: 0.9; TNAP act hiacc: 1; APP 5'UTR act: 5.8; TNAP inh hiacc: -2.7; FLuc act counter: 1; FLuc inhib CS: -3.7
# CC(C)NC(=O)NC(=O)COc1cccc2c1OC(C)(C)C2 is listed as PMI act satM6P: 0.9; bIAP act: 1; NF-kB neuron act: 0.79; TNAP inh no acc: -8.1; PMI activator: 1; TNAP act hiacc: 1.1; APP 5'UTR act: 5.3; TNAP inh hiacc: -6.5; FLuc act counter: 1.1; FLuc inhib CS: -6.7

# The list continues:
SMILES,PMI act satM6P,bIAP act,NF-kB neuron act,TNAP inh no acc,PMI activator,TNAP act hiacc,APP 5'UTR act,TNAP inh hiacc,FLuc act counter,FLuc inhib CS
COc1ccc(CC(=O)Nc2nc(-c3ccncc3)cs2)cc1,1,1.1,1,-0.9,1.2,1,1.9,-0.9,1.1,-6.2
Cc1ccc(-c2csc(N(CC3CCCO3)C(=O)c3ccco3)n2)cc1 (stereo not given),0.8,1,1.34,-4.6,0.8,1,4.7,-3.7,1,-3.8
O=C(/C=C/Nc1ccccc1F)c1ccc(Br)cc1,1,0.9,8.75*,-1.6,1.1,0.9,224.2*,7.2,0.2,79.6*
Cc1c(C(C)C)c(=O)n(-c2ccc(S(=O)(=O)NC3CCCCC3)cc2)n1C,1.1,1,0.96,-10.8,1.1,1,-11.8,-3.5,1.1,-5.3
CCc1cccc(NC(=O)c2ccc(Cn3c(=O)[nH]c4ccsc4c3=O)cc2)c1,1,1,1.07,0.8,1,1,2.9,-3.4,1.1,-6.6
O=C1CC(N2CCC(c3nc4ccccc4o3)CC2)C(=O)N1 (stereo not given),1.1,1.1,0.99,-9.2,1,1.1,-4.8,-5.4,1,-3.4
Cc1nn(CC(=O)NCc2ccc(C(=O)O)cc2)c(C)c1[N+](=O)[O-],1.1,1,1.06,-10.8,1,1.1,-11.6,-5.9,1,-4.7
C=CCSc1nnc(CC(OC)OC)n1-c1ccccc1,1.1,1.3,1.19,-10.8,1.1,1,-5.0,-4.8,1,-4.7
NC(=O)C1CCN(C2OC(=O)c3ccccc32)CC1 (stereo not given),0.9,1,1.27,-10.3,0.9,1.1,4.9,-5.6,1,-1.9
N#Cc1c(-c2ccccc2)nc(SCC(=O)Nc2ccccc2F)[nH]c1=O,1.1,1,1.2,-5.6,1,1,-11.9,-3.9,1.1,-6.1
NC(=O)CSc1ncnc2c1cnn2Cc1ccccc1,0.9,0.9,1.16,-1.7,0.9,1,-1.1,-1.3,1,-3.2
CCC(C)NC(=O)c1ccc(CS(=O)(=O)c2ccc(OC)cc2)o1 (stereo not given),1.1,0.9,1.54,-3.3,1.1,1.1,2.8,-7.9,1.1,-8.5
O=C(CSc1n[nH]c(-c2ccccc2F)n1)NCC(=O)Nc1ccc(F)c(F)c1F,1,0.9,1.08,89.4*,1,1,7.7,1.9,1,2.2
O=C(Cn1nnc(-c2ccccc2)n1)N/N=C/c1ccco1,1,1,1.15,-14.8,1,1.1,2.9,-6.0,1.1,-5.1
CCOC(=O)c1csc(NC(=O)C2CCCCC2)n1,0.9,1,1.83,-15.0,0.9,1,25.7,-0.8,1,-0.4
Cc1nn(-c2ccccc2)c2c1C(c1c(C)[nH]c(C#N)c1C)C(C#N)=C(N)O2 (stereo not given),1,0.9,1,-3.3,0.8,1,3.9,-0.1,1.1,-6.8
O=C(Cn1c(CO)nc2ccccc21)NCCc1ccc(F)cc1,0.9,1.1,0.95,-12.2,0.9,1,-9.7,-4.8,1,-3.4
Cc1nnc(N2CCN(Cc3ccccc3)CC2)[nH]c1=O,1,1,1.04,-8.7,1,1,5.1,-1.1,1,-4.6
O=C(Nc1cnn(Cc2ccccc2)c1)NC12CC3CC(CC(C3)C1)C2,1,1,1.28,-16.9,0.9,0.9,20.4,8.7,1,-1.5
CCOC(=O)c1c(C)oc2ccc(OC(=O)N3CCOCC3)cc12,0.9,1,0.91,-10.4,0.9,1,14.0,-4.8,1,-4.0
CC1CN(C(=O)Nc2ccc(F)cc2)C2(CCCCCC2)O1 (stereo not given),0.9,0.9,1.17,-3.5,1,1,2.2,-1.5,1.1,-5.1
COc1ccc2[nH]c3c(NCCN(C(C)C)C(C)C)ncnc3c2c1,0.9,1.4,0.94,-6.5,1,1,7.8,-2.4,1,-2.6
Cc1cc(C(=O)OCn2nnc3ccccc3c2=O)c(C)o1,1,0.9,1.53,-4.6,0.9,1,16.4,-1.0,1,0.2
Cc1ccc(N(CC(=O)NCCc2ccc(F)cc2)S(=O)(=O)c2ccc(Cl)c([N+](=O)[O-])c2)c(C)c1,0.9,0.8,0.98,1.3,0.9,1,-2.0,3.5,1.1,-5.6
CCN(CC)c1ccc(C2NCC(c3ccc([N+](=O)[O-])cc3)O2)cc1 (stereo not given),1,1,0.95,-10.3,1.1,1,-1.8,0.3,1,1.3
Cc1ccc(NC(=O)CSc2nnc(C)n2-c2ccccc2)cc1,1,0.9,1.09,-9.8,1,1,0.1,-0.9,1,-3.7
O=C(Cc1ccccc1F)Nc1ccccc1-c1ccccc1,1,0.9,1.9,-18.0,1.1,1,28.9,-3.4,1,1.2
C/C(=N\OCC(=O)Nc1ccccc1Br)c1cccs1,1,1,1.24,-13.9,0.9,1.1,4.9,-6.5,1.1,-5.2
Cc1cc(C(C)(C)C)nc2[nH]n(-c3ccccc3)c(=O)c12,0.9,0.9,1.16,-2.4,0.9,1,-12.5,-1.8,1,-2.1
Cc1ccc(N2C(=O)CC(Sc3ccccc3C(=O)O)C2=O)c([N+](=O)[O-])c1 (stereo not given),1,1.1,1.15,10.7,1,1,23.1,-3.0,1,-3.8
COc1ccc(Nc2ccc(Cl)cc2)c(C(=O)O)c1,1,0.7,2.81,-4.7,1,1,-6.2,2.6,1,-1.0
O=C(NCc1ccccc1)C(c1ccccc1)N(C(=O)c1csnn1)C1CC1 (stereo not given),1,1.2,1.25,-9.4,1,1.1,4.5,-6.3,1.1,-8.3
COc1ccc(S(=O)(=O)N2CCC(C(=O)Nc3nnc(CCN4CCCCC4)s3)CC2)cc1,1,1.1,1.04,-10.1,1,1.1,-1.7,-6.7,1,-3.5
CCCNS(=O)(=O)c1cc(Br)cc2c1N(C(=O)CC)CC2,1,0.7,0.98,-12.7,1,1,-14.7,-4.2,1.1,-5.6
O=C(O)CCCNC(=O)c1ccc(NC(=O)Cc2ccc(Cl)cc2)cc1,1.2,1,1.14,-5.6,1.2,1.1,-9.8,-7.3,1,-1.6
O=C(c1ccc(Cl)cc1)C1CCCN(Cc2cccn2-c2cccnc2)C1 (stereo not given),nt,0.9,1,-6.2,nt,1,-2.6,-2.1,1,-2.7
COc1ccc(Nc2nc(-c3ccccc3)nc3ccccc23)c(OC)c1,1,1,0.9,-2.8,0.9,1,10.2,-2.4,1.1,-5.2
CCc1ccc(NC(=O)CN(c2ccc3c(c2)OCO3)S(=O)(=O)c2c(C)noc2C)cc1,1,0.9,1.14,14.8,1,1.1,-0.8,-9.1,1.1,-10.6
CCOc1ccc(OCC(=O)c2c(O)c3ccccc3oc2=O)cc1,1.5,1,0.83,-7.0,1,1,-1.2,-1.5,0.9,7.4
COC(=O)C1CCN(C(=O)CSc2nnc(-c3ccncc3)o2)CC1,1,0.9,0.95,-6.5,1,1,-10.2,-2.4,1.1,-8.4

# Printed as active in NF-kB neuron act, of those listed so far:
structure	PMI act satM6P	bIAP act	NF-kB neuron act	TNAP inh no acc	PMI activator	TNAP act hiacc	APP 5'UTR act	TNAP inh hiacc
O=C(/C=C/Nc1ccccc1F)c1ccc(Br)cc1	1	0.9	8.75*	-1.6	1.1	0.9	224.2*	7.2

# New compounds follow
SMILES,PMI act satM6P,bIAP act,NF-kB neuron act,TNAP inh no acc,PMI activator,TNAP act hiacc,APP 5'UTR act,TNAP inh hiacc,FLuc act counter,FLuc inhib CS
COc1cccc2cc(S(=O)(=O)c3ccc(C)cc3)/c(=N/NS(=O)(=O)c3ccc(C)cc3)oc12,0.8,1.1,1.11,0.7,1.1,0.9,-10.6,5.2,1,-0.6
COc1ccc(-c2nc(NC(=O)c3n[nH]c(=O)c4ccccc34)sc2C)cc1,0.9,1.2,1.52,-47.9,1,1.1,-16.0,-8.0,1.1,-7.3
Cc1ccc(C)c(C(C)NC(=O)CC#N)c1 (stereo not given),1,1.1,1.38,-8.1,1.1,1,16.1,-4.6,1,-2.9
CCNC(=O)COC(=O)CNC(=O)c1cc(Cl)cc([N+](=O)[O-])c1,1,1.5,1.15,1.6,1.1,1.1,22.9,-6.4,1,-1.3
COc1ccc2[nH]c3c(=O)n(CCCCC(=O)NCCC(C)C)c(=S)[nH]c3c2c1,1.1,1.1,1.18,-9.0,1.2,1,21.1,-4.2,1.1,-5.1
CCN1CCN(C(c2cccs2)C(C)NC(=O)c2ccccc2OC)CC1 (stereo not given),0.9,1,1.16,-2.0,0.9,1,-8.0,0.5,1,2.8
O=S(=O)(Nc1cccnc1)c1ccc(Cl)c(C(F)(F)F)c1,1,0.9,1.02,10.4,0.9,1,2.2,-1.5,1.1,-6.1
O=C(O)CCc1ccc(-c2ccc(Br)cc2)n1Cc1ccco1,0.9,0.9,1.02,-9.1,0.8,1,-6.4,-4.4,1.2,-18.7
CCCCN1C(=O)C2NN=C(C(=O)OCC)C2C1=O (stereo not given),1.1,1,1.13,17.2,1,1,13.4,-0.2,1,0.8
COC(=O)CCCCCc1ccc(C(C)=O)s1,0.9,0.8,0.84,-11.0,0.8,1,6.7,-1.6,0.9,8.6
